Screening results as filed in PubChem BioAssay.
S1P3 antagonist: S1P3 receptor antagonists, primary screen, cell-based. 0.27% of 170,000 active. inhibition, % at 4.98 µM. CHO S1P3 NFAT-BLA reporter, FRET fluorescence, antagonist mode. Sphingosine 1-phosphate receptor 3 (Homo sapiens), Q99500;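 active means inhibition above the plate cutoff, the mean inhibition of test wells on that plate plus 3 SD, cut at about 28% in these data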;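 further: cells challenged with S1P at its EC80 of 0.8 µM; blue over green emission ratio from cleaved BLA substrate after 4 h stimulation; 0% = S1P-stimulated wells and 100% = unstimulated DMSO-only wells; some compounds past the cut are filed as inactive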
Target sequence (Q99500 whole entry, looked up): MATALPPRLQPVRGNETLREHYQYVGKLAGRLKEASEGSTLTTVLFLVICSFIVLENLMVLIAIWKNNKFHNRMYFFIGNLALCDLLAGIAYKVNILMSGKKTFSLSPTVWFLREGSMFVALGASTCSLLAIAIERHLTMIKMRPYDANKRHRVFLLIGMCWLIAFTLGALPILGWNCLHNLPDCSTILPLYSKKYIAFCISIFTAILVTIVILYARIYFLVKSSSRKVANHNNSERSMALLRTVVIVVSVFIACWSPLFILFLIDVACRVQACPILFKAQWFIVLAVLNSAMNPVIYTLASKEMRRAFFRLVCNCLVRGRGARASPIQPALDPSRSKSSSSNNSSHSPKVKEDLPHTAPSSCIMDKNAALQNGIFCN
PPARg SRC3 recr: PPARgamma agonists recruiting SRC-3 coactivator, primary screen, biochemical | Peroxisome proliferator-activated receptor gamma (Homo sapiens), P37231 | biochemical PPARgamma/SRC-3 coactivator recruitment assay | activation, % at 8 µM | 0.26% of 200,000 active | AID 731, 2007; in the data active means activation above about 23%;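 further: 0% = DMSO and 100% = reference agonist; some compounds past the cut are filed as inactive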
STAT1 blocker: STAT1 signaling inhibitors, primary screen, cell-based, HTS, luciferase reporter; NIH 3T3 STAT1-luciferase reporter, IFN-gamma, luminescence; inhibition, % at 5.5 µM; 0.35% of 200,000 active;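 active means inhibition above a set limit, the mean inhibition across all tested compounds plus 3 SD, cut at about 34% in these data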;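 further: 0% = IFN-gamma with DMSO and 100% = IFN-gamma with 300 µM nifuroxazide; values of inactives mirror those of a sister screen read the other way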
ROMK mod: ROMK potassium channel modulators, primary screen, cell-based, thallium flux, MLSMR library. ATP-sensitive inward rectifier potassium channel 1 (Homo sapiens), P48048. Tet-inducible ROMK, thallium flux fluorescence; actives lie on both sides. B-score at 10 µM. 2% of 130,000 active. AID 1918, 2009;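 active means signal ratio slope over the read window, or its plate-corrected B-score, at least 3 SD from the plate mean, either direction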;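 further: B-score of the F/F0 ratio slope over 7 to 12 s after thallium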
Target sequence (P48048 whole entry, looked up): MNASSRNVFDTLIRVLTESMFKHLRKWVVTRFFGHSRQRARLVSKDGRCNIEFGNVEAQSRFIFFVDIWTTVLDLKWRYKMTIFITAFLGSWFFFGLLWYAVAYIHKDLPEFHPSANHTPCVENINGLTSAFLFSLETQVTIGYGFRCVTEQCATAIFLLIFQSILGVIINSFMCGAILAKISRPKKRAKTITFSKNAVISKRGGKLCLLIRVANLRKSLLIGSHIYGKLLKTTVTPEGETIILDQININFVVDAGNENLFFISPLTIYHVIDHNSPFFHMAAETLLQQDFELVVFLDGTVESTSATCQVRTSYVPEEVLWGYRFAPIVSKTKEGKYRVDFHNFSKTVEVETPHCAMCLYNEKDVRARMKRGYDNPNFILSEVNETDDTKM
TLR4-MyD88 BLA: inhibitors of TLR4-MyD88 association in cells, primary screen, cell-based, HeLa CL3-4, BLA complementation, FRET ratio. 0.18% of 200,000 active. Toll-like receptor 4 (Homo sapiens) + Myeloid differentiation primary response protein …. HeLa CL3-4 TLR4/MyD88 BLA complementation. inhibition, % at 8.4 µM; in the data active means inhibition above about 25%;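 further: 0% = vehicle and 100% = reference inhibitor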
STAT3 act: IL-6 driven STAT3 reporter potentiators, primary screen, U3A cells, luciferase, luminescence, MLSCN library; IL-6 STAT3-luciferase reporter; 100% = signal with IL-6 EC80 alone; activation (% of control), % at 5.6 µM; 0.91% of 190,000 active;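 active means activation above the screen-wide mean of compound activation plus 3 SD, cut at about 130% in these data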;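 further: 0% = background luminescence of wells with medium and substrate only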
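System – human U3A cells carrying STAT3-luciferase construct · Probe or stimulus – Interleukin-6, 33 ng/mL · Schedule – compound 1 h, then IL-6 6 h at 37 °C · Signal – luminescence from STAT3-driven luciferase reporter · Evaluation – percent of IL-6-only median luminescence · Benchmarks – IL-6-only high control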
SRC2 TRFRET art: TR-FRET signal artefacts, primary screen, artefact control for PPARgamma SRC-2 agonist project, biochemical; 0.4% of 200,000 active; AID 1049, 2008; TR-FRET artefact counter-screen; stronger effect = higher value; TR-FRET ratio at 8 µM; in the data active means TR-FRET ratio above about 2000; further: inactives centre near 1500
RAM network inh: inhibitors of the yeast RAM network, primary screen, dse1pr::URA3 reporter, 5-FOA selection; 1.8% of 190,000 active; inhibition, % at 50 µM; S. cerevisiae dse1pr::URA3 reporter, 5-FOA growth OD615, 2 d; analog-sensitive cbk1-as2 kinase mutant strain; AID 868, 2007;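 active means inhibition above a set limit, 3 SD over mean compound inhibition, cut at about 8.4% in these data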;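 further: 0% = DMSO-only wells with no growth and 100% = 10 µM 1-NA-PP1 full growth; inhibition rescues growth on 5-FOA so higher OD means more RAM inhibition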
PPARg SRC2 recr: agonists of PPARg-SRC-2 recruitment, primary screen, biochemical, HTS; Peroxisome proliferator-activated receptor gamma (Homo sapiens), P37231; PPARgamma LBD-SRC-2 recruitment; activation, % at 8 µM; 0.34% of 200,000 active; in the data active means activation above about 22%;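 further: 0% = vehicle and 100% = reference agonist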
PPARg SRC1 recr: PPARgamma agonists recruiting SRC-1 coactivator, primary screen, biochemical; Peroxisome proliferator-activated receptor gamma (Homo sapiens), P37231; PPARgamma-SRC-1 coactivator recruitment biochemical assay; activation, % at 8 µM; 0.41% of 200,000 active; AID 631, 2007; in the data active means activation above about 19%;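 further: 0% = DMSO and 100% = reference agonist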
STAT3 inh: IL-6 driven STAT3 reporter inhibitors, primary screen, U3A cells, luciferase, luminescence, MLSCN library | IL-6 STAT3-luciferase reporter; host cell line lacks STAT1 | inhibition, % at 5.5 µM | 0.89% of 190,000 active | AID 862, 2007;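 active means inhibition above the mean inhibition across all screened compounds plus 3 SD, cut at about 44% in these data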;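 further: 0% = DMSO only wells and 100% = 100 µM nifuroxazide control wells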
* hit, by the source's call.

O=C(NC1CCCCC1)c1cc2nc3c(c(C(F)(F)F)n2n1)CCCC3 was read as S1P3 antagonist -3, PPARg SRC3 recr 14, STAT1 blocker -40, ROMK mod -0.47, TLR4-MyD88 BLA -12, STAT3 act 91, SRC2 TRFRET art 1551, RAM network inh 1.1, PPARg SRC2 recr 10, PPARg SRC1 recr 4 and STAT3 inh 14.
`CCCOc1ccc(C(=O)NC(=S)Nc2nc(C)c(C(=O)N(C)C)s2)cc1` gave PPARg SRC3 recr 6, STAT1 blocker -8, ROMK mod 0.77, TLR4-MyD88 BLA -3, STAT3 act 94, SRC2 TRFRET art 1528, RAM network inh -0.7, PPARg SRC2 recr 5, PPARg SRC1 recr 1 and STAT3 inh 5.
For COc1ccccc1CNC(=O)c1ccccc1N the results were PPARg SRC3 recr -1, STAT1 blocker -3, TLR4-MyD88 BLA 5, STAT3 act 102, SRC2 TRFRET art 1450, RAM network inh -1.4, PPARg SRC2 recr 4, PPARg SRC1 recr 1 and STAT3 inh 6.
CC(=O)Nc1cc[n+](C(C)C(=O)c2ccc(Br)cc2)cc1 (configuration not stated) was read as S1P3 antagonist -25, PPARg SRC3 recr 6, STAT1 blocker 3, ROMK mod -0.11, TLR4-MyD88 BLA 4, STAT3 act 96, SRC2 TRFRET art 1383, RAM network inh 0.4, PPARg SRC2 recr 2, PPARg SRC1 recr -2 and STAT3 inh 9.
Cc1cccc(C)c1NC(=O)CS(=O)CC(=O)Nc1ccc(F)cc1F (configuration not stated) was read as PPARg SRC3 recr 3, STAT1 blocker 6, TLR4-MyD88 BLA -6, STAT3 act 95, SRC2 TRFRET art 1577, RAM network inh 2.0, PPARg SRC2 recr 8, PPARg SRC1 recr 3 and STAT3 inh 10.
For COc1ccc(OC)c(CCNC(=O)CC2Oc3ccc(C)cc3NC2=O)c1 (configuration not stated) the results were S1P3 antagonist 8, PPARg SRC3 recr 6, STAT1 blocker 0, TLR4-MyD88 BLA -8, STAT3 act 103, SRC2 TRFRET art 1499, RAM network inh 1.0, PPARg SRC2 recr 0, PPARg SRC1 recr 2 and STAT3 inh 5.
For COc1ccc(-c2cc(C(F)(F)F)nc(-n3cncn3)n2)cc1 the results were PPARg SRC3 recr 12, STAT1 blocker 0, ROMK mod 0.91, TLR4-MyD88 BLA -12, STAT3 act 81, SRC2 TRFRET art 1499, RAM network inh -0.7, PPARg SRC2 recr 8, PPARg SRC1 recr 4 and STAT3 inh 28.
COc1cc(NC(=O)CSc2nnc(NC(C)C)s2)cc(OC)c1OC was read as S1P3 antagonist -5, PPARg SRC3 recr 1, STAT1 blocker 9, ROMK mod 0.24, TLR4-MyD88 BLA 6, STAT3 act 95, SRC2 TRFRET art 1742, RAM network inh 0.0, PPARg SRC2 recr 10, PPARg SRC1 recr 5 and STAT3 inh 8.
Cc1ccc(C)c(NC(=O)CN(C)C(=O)CCN2C(=O)c3ccccc3C2=O)c1 was read as PPARg SRC3 recr 6, STAT1 blocker 4, TLR4-MyD88 BLA -1, STAT3 act 93, SRC2 TRFRET art 1549, RAM network inh 0.4, PPARg SRC2 recr 0, PPARg SRC1 recr 5 and STAT3 inh 12.
Screening O=CN1CCN(c2ncnc3c2nnn3Cc2c(F)cccc2Cl)CC1 returned S1P3 antagonist -24, PPARg SRC3 recr 3, STAT1 blocker 4, TLR4-MyD88 BLA -5, STAT3 act 105, SRC2 TRFRET art 1481, RAM network inh 1.6, PPARg SRC2 recr 4, PPARg SRC1 recr 4 and STAT3 inh -4.
Screening CCCC1C2C(=O)N(c3ccccc3OCC)C(=O)C2ON1c1ccccc1 (configuration not stated) returned PPARg SRC3 recr 1, STAT1 blocker 7, TLR4-MyD88 BLA 1, STAT3 act 97, SRC2 TRFRET art 1629, RAM network inh 0.6, PPARg SRC2 recr 10, PPARg SRC1 recr 3 and STAT3 inh 5.
Screening CC(=O)Nc1cc(C(=O)NCCN2CCN(Cc3ccccc3)CC2)ccc1Sc1ccc(C)cc1 returned S1P3 antagonist 0, PPARg SRC3 recr 3, STAT1 blocker 8, ROMK mod -1.5, TLR4-MyD88 BLA 2, STAT3 act 96, SRC2 TRFRET art 1637, RAM network inh 1.5, PPARg SRC2 recr 0, PPARg SRC1 recr 3 and STAT3 inh 11.
`O=C(/C=C/c1ccc([N+](=O)[O-])cc1)NCCN1C(=O)S/C(=C\c2ccc(F)cc2)C1=O` gave S1P3 antagonist -9, PPARg SRC3 recr -3, STAT1 blocker 6, ROMK mod -0.071, TLR4-MyD88 BLA -7, STAT3 act 102, SRC2 TRFRET art 1623, RAM network inh 4.1, PPARg SRC2 recr -7, PPARg SRC1 recr -8 and STAT3 inh 3.
For Cc1noc(C)c1COC(=O)Cc1ccc(Br)cc1 the results were S1P3 antagonist -18, PPARg SRC3 recr -1, STAT1 blocker 1, ROMK mod -0.4, TLR4-MyD88 BLA 3, STAT3 act 92, SRC2 TRFRET art 1537, RAM network inh 1.2, PPARg SRC2 recr 0, PPARg SRC1 recr 8 and STAT3 inh 14.
For O=S(=O)(NCc1ccccn1)c1cc(C(F)(F)F)ccc1Cl the results were S1P3 antagonist -12, PPARg SRC3 recr 9, STAT1 blocker -3, ROMK mod 0.48, TLR4-MyD88 BLA 2, STAT3 act 101, SRC2 TRFRET art 1720, RAM network inh 2.9, PPARg SRC2 recr 0, PPARg SRC1 recr 2 and STAT3 inh -1.

Overlap with the part before: 2 entries, then new ones.
For Cc1noc(C)c1COC(=O)Cc1ccc(Br)cc1 the results were S1P3 antagonist -18, PPARg SRC3 recr -1, STAT1 blocker 1, ROMK mod -0.4, TLR4-MyD88 BLA 3, STAT3 act 92, SRC2 TRFRET art 1537, RAM network inh 1.2, PPARg SRC2 recr 0, PPARg SRC1 recr 8 and STAT3 inh 14.
For O=S(=O)(NCc1ccccn1)c1cc(C(F)(F)F)ccc1Cl the results were S1P3 antagonist -12, PPARg SRC3 recr 9, STAT1 blocker -3, ROMK mod 0.48, TLR4-MyD88 BLA 2, STAT3 act 101, SRC2 TRFRET art 1720, RAM network inh 2.9, PPARg SRC2 recr 0, PPARg SRC1 recr 2 and STAT3 inh -1.
`O=C1CC(N2CCN(c3nc4ccccc4s3)CC2)C(=O)N1c1cccc(F)c1` (configuration not stated) gave PPARg SRC3 recr 1, STAT1 blocker -13, ROMK mod -0.59, TLR4-MyD88 BLA 7, STAT3 act 94, SRC2 TRFRET art 1403, RAM network inh 1.8, PPARg SRC2 recr 3, PPARg SRC1 recr 15 and STAT3 inh 5.
`N#Cc1c(NC(=S)NC(=O)Cc2cccs2)sc2c1CCCCC2` gave PPARg SRC3 recr 8, STAT1 blocker 16, ROMK mod -0.0074, TLR4-MyD88 BLA 3, STAT3 act 89, SRC2 TRFRET art 1527, RAM network inh 4.9, PPARg SRC2 recr 7, PPARg SRC1 recr 4 and STAT3 inh 18.
`COc1cccc(C(=O)NNC(=O)Cc2csc(N)n2)c1` gave S1P3 antagonist -8, PPARg SRC3 recr 1, STAT1 blocker -2, ROMK mod -0.0025, TLR4-MyD88 BLA 2, STAT3 act 104, SRC2 TRFRET art 1388, RAM network inh 0.1, PPARg SRC2 recr -3, PPARg SRC1 recr 0 and STAT3 inh -3.
For O=C(NCc1ccccn1)c1n[nH]c2ccccc12 the results were S1P3 antagonist -22, PPARg SRC3 recr -4, STAT1 blocker -11, TLR4-MyD88 BLA 3, STAT3 act 87, SRC2 TRFRET art 1450, RAM network inh 1.3, PPARg SRC2 recr 3, PPARg SRC1 recr 1 and STAT3 inh 19.
Screening Cc1ccc(C)c(N(CC(=O)NC2CCCC2)C(=O)c2oc(C(C)(C)C)cc2C)c1 returned PPARg SRC3 recr -7, STAT1 blocker 5, TLR4-MyD88 BLA 13, STAT3 act 108, SRC2 TRFRET art 1489, RAM network inh 9.5*, PPARg SRC2 recr -9, PPARg SRC1 recr -5 and STAT3 inh 1.
`COc1ccc(C(=O)Cn2nnc(-c3ccccc3NC(=O)C3CCCCC3)n2)cc1` gave PPARg SRC3 recr -2, STAT1 blocker 3, ROMK mod -0.83, TLR4-MyD88 BLA 0, STAT3 act 108, SRC2 TRFRET art 1452, RAM network inh 3.7, PPARg SRC2 recr 0, PPARg SRC1 recr 2 and STAT3 inh -13.
For O=C(O)CC(C(=O)O)n1nc(-c2ccccc2)cc1-c1ccccc1 (configuration not stated) the results were S1P3 antagonist -9, PPARg SRC3 recr -5, STAT1 blocker -15, TLR4-MyD88 BLA -1, STAT3 act 123, SRC2 TRFRET art 1399, RAM network inh -0.9, PPARg SRC2 recr -4, PPARg SRC1 recr -4 and STAT3 inh -20.
For O=C(CCNC(=O)c1ccccc1)N/N=C/c1ccc([N+](=O)[O-])cc1 the results were S1P3 antagonist -7, PPARg SRC3 recr 2, STAT1 blocker -2, ROMK mod -0.93, TLR4-MyD88 BLA -7, STAT3 act 114, SRC2 TRFRET art 1592, RAM network inh 0.8, PPARg SRC2 recr -4, PPARg SRC1 recr 10 and STAT3 inh -16.
For CC(C)(C)NC(=O)COC(=O)c1ccc(F)cc1Cl the results were S1P3 antagonist -15, PPARg SRC3 recr 6, STAT1 blocker -13, ROMK mod 0.26, TLR4-MyD88 BLA 1, STAT3 act 108, SRC2 TRFRET art 1735, RAM network inh 0.4, PPARg SRC2 recr 8, PPARg SRC1 recr 0 and STAT3 inh -6.
`O=C1CC(N2CCC(O)(c3ccc(Br)cc3)CC2)C(=O)N1c1ccc(Cl)cc1` (configuration not stated) gave S1P3 antagonist 3, PPARg SRC3 recr -1, STAT1 blocker -3, ROMK mod -0.59, TLR4-MyD88 BLA -7, STAT3 act 100, SRC2 TRFRET art 1661, RAM network inh 2.7, PPARg SRC2 recr -2, PPARg SRC1 recr 10 and STAT3 inh -3.
